Screening data: PubChem BioAssay, several laboratories
Runt-CBFb FRET – blocks binding of human RUNX1 Runt domain to CBFb; Cerulean-Runt/Venus-CBFb FRET ratio 530/480, 1 h; 220,000 tested, 0.46% active; inhibition, % at 20 µM;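 active means inhibition over about 50% at 20 µM in the single-dose screen, limit read from the data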;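 further: 0% = DMSO wells and 100% = excess unlabeled CBFb competitor control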
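Measured by: fluorescence energy transfer, 422 nm excitation, 530/480 nm emission; Assay system: Cerulean-Runt domain; Medium: Tris pH 7.5 buffer with BSA; Measure: loss of energy transfer signal; Controls: 5 µM unlabeled CBFb as full-inhibition high control; Incubation: protein complex preformed 1 h, compound exposure 1 h, room temperature, dark.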
Hck-Nef inh – blocks Nef-activated human Hck kinase; 220,000 tested, 0.68% active; P08631; Recombinant Hck-YEEI plus Nef, Z-Lyte FRET kinase assay; inhibition, % at 20 µM; AID 463187;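 active means Hck-Nef kinase inhibition above about 50%, limit read from the data; inactive means inhibition below that limit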;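 further: 0% = DMSO with Hck plus Nef and 100% = Hck alone without Nef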
Target sequence (P08631 whole entry, looked up): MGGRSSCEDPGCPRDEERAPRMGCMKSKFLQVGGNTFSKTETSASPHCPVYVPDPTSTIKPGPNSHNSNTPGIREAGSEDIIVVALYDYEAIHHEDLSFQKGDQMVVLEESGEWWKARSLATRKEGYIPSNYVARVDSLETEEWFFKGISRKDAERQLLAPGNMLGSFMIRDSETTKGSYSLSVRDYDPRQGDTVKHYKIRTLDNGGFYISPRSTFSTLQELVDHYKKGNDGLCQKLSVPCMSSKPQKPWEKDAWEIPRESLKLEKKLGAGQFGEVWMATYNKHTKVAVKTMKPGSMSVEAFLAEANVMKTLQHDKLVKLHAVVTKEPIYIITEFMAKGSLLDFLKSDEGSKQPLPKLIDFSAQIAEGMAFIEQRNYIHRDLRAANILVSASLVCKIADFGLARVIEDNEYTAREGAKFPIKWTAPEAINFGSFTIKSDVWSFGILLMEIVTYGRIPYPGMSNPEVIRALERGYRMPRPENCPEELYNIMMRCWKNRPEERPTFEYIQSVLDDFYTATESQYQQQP
PERK inhibitor – blocks human PERK kinase. Q9NZJ5. 220,000 tested, 0.17% active. AID 1416. CHO PERK-DD fusion, SEAP luminescence translation reporter. inhibition, % at 5.6 µM;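 active means inhibition above the mean inhibition of all tested compounds plus 3 SD, set separately per screening campaign, cut at about 2.9% in these data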;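 further: PERK kinase domain activated by AP20187 dimerizer at 100 nM; 0% = DMSO with dimerizer and 100% = rapamycin at 8.4 µM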
L929 necroptosis – L929 zVAD cell death inhibition | L929 zVAD necroptosis rescue, ATP luminescence, 24 h; with zVAD 60 µM | viability rescue, % at 10 µM | 220,000 tested, 0.38% active;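 active means activation, scaled between plate controls, above about 75%, limit read from the data; inactive means activation under that limit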;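 further: 0% = zVAD with DMSO and 100% = DMSO alone without zVAD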
PGE2 EP2 inh – EP2 receptor (human) inhibition; AID 1422; 260,000 tested, 0.52% active; inhibition, % at 25 µM; C6 glioma cells expressing human EP2, cAMP TR-FRET; cells stimulated with saturating PGE2; P43116;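 active means percent inhibition above 40 after rounding to a whole number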;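 further: rat C6 glioma host cells with rolipram phosphodiesterase inhibitor present; the protocol text gives 20 µM as final concentration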
EP2 mod – EP2 receptor (human) modulation. P43116. EP2-expressing cells, cAMP HTRF FRET, PGE2 co-stimulation. induction, % at 25 µM. 260,000 tested, 0.83% active;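 active means compounds whose cAMP rise, as percent of the full-agonist control response, exceeds 60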;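 further: rat C6 glioma line stably carrying human EP2 under a CMV promoter; the protocol text gives 20 µM as final concentration; 100% = response of wells given 1 µM PGE2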
Runt-SMMHC FRET – inhibitors of human RUNX1 Runt domain binding to CBFb-SMMHC; Cerulean-Runt/Venus-CBFb-SMMHC FRET ratio 530/480, 1 h; inhibition, % at 20 µM; 220,000 tested, 0.74% active;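 active means mean inhibition across duplicate retests at 20 µM reaching about 50%, limit read from the data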;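 further: 0% = DMSO wells and 100% = wells with excess untagged CBFb-SMMHC; inhibitors lower the FRET ratio by blocking Runt binding to CBFb-SMMHC; some results filed as inactive read as strong as hits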
RBBP9 inhibitor – inhibitors of human serine hydrolase RBBP9. O75884. recombinant RBBP9, FP-Rh probe fluorescence polarization. inhibition, % at 7.94 µM. 220,000 tested, 0.2% active. AID 1515;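 active means inhibition above the campaign mean of all tested compounds plus 3 SD, cut at about 14% in these data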;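 further: plate controls were DMSO wells with RBBP9 for no effect and wells lacking RBBP9 protein for full effect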
Target sequence (O75884 whole entry, looked up): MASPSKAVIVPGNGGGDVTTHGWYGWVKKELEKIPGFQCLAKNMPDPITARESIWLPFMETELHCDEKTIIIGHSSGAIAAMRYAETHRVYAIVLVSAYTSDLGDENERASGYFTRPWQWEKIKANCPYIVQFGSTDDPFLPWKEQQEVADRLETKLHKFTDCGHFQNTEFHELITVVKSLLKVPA
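Test system: recombinant human RBBP9. Quantity: 2.5 µM RBBP9 dispensing solution, before mixing. Detection: FP readout at 525/598 nm. Reagent: Serine-hydrolase probe FP-Rh, 375 nM pre-mixing. Measure: % inhibition. Control set: DMSO-treated enzyme wells and wells lacking RBBP9. Buffer or medium: Tris-NaCl-Pluronic buffer, pH 8.0. Times: preincubation 30 min plus labeling 45 min at 25 °C.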
TNF necrop inh – inhibitors of TNF-alpha induced necroptosis in Jurkat FADD-/- cells | Jurkat FADD-/- TNF necroptosis rescue, ATP luminescence, 24 h; 0 = TNF only, 100 = no-TNF cells | 220,000 tested, 0.068% active | AID 463075 | activation (protection from cell death), % at 10 µM;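 active means activation, meaning protection from cell death, of at least 50% relative to plate controls; inactive means activation below 50%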;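 further: necroptosis triggered by 40 ng/mL TNF-alpha added together with compound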
Starred values were filed as active, the others as inactive; nt = not tested or not shown; & = joins results of further samples.

Keys – A = Runt-CBFb FRET; B = Hck-Nef inh; C = PERK inhibitor; D = L929 necroptosis; E = PGE2 EP2 inh; F = EP2 mod; G = Runt-SMMHC FRET; H = RBBP9 inhibitor; I = TNF necrop inh
1: O=C(O)CCSCC(=O)Nc1c(C(=O)C2CC2)oc2ccccc12
  A: -0.9; B: 2.3; C: 1.1; D: 0.2; E: 20.3; F: 14.9; G: -4.8; H: -0.6; I: -3.2
2: CC(=O)NCCCNS(=O)(=O)c1ccc(C)cc1
  A: 0.6; B: 4.4; C: 1.5; D: 0.9; E: 5.1; F: -1.5; G: -0.7; H: 4.0; I: -0.3
3: Cc1nnc(NC2(C(F)(F)F)C(=O)Nc3c2c(=O)n(C)c(=O)n3C)s1 (stereo not given)
  A: -0.4; B: 0.3; C: 0.6; D: -0.1; E: 15.0; F: 1.3; G: -2.1; H: -4.3; I: -0.6
4: FC(F)(F)c1ccc(Cl)c(N/N=C/c2ccc(N3CCOCC3)s2)c1
  A: -1.8; B: 18.5; C: -0.2; D: 1.0; E: 10.4; F: 35.1; G: -9.4; H: 1.6; I: 0.5
5: COc1cccc(NC(=S)NCc2ccco2)c1
  A: 11.9; B: 5.8; C: 1.4; D: 0.0; E: 8.7; F: -14.1; G: -1.1; H: -2.4; I: -5.5
6: CN1c2ccccc2C(C)(C)C12CC(c1ccc(Cl)c(S(=O)(=O)N3CCCC3)c1)=NO2 (stereo not given)
  A: -0.6; B: 3.3; C: 0.7; D: 1.2; E: 7.2; F: 16.7; G: 18.4; H: -6.6; I: 1.7
7: O=C(N1CCCC1)C12CCC3CC(CC(C3)C1)C2
  A: 2.2; B: -0.6; C: -0.1; D: 0.6; E: 15.0; F: 26.8; G: 2.2; H: -4.5; I: -0.3
8: CN(C)C(=O)NC1C=CS(=O)(=O)C1 (stereo not given)
  A: 0.6; B: 1.1; C: 1.4; D: -0.4; E: 13.4&7.9; F: -11.5&30.2; G: 1.0; H: 3.5; I: -0.3
9: CC(=O)Nc1nc(SCc2ccc(Cl)cc2Cl)n[nH]1
  A: -0.2; B: -2.1; C: 0.1; D: -0.4; E: 9.2; F: 1.4; G: -2.7; H: -10.1; I: -0.6
10: O=C(c1ccc(OC2CCN(C(=O)C3CC3)CC2)cc1)N(CCO)Cc1ccccc1
  A: -1.0; B: -14.4; C: -1.2; D: -0.3; E: 3.0; F: -10.6; G: 0.3; H: -1.7; I: -0.4
11: C=CCN1CC(C(=O)N2CCC(Cc3ccc(Cl)cc3)(C(=O)OCC)CC2)CC1=O (stereo not given)
  A: -2.7; B: 21.7; C: -1.3; D: 0.5; E: 8.7; F: 45.4; G: 0.0; H: 2.2; I: -1.4
12: NNC(=O)c1ccc(N2CCCCCC2)c([N+](=O)[O-])c1
  A: -2.6; B: 18.4; C: -0.2; D: 3.9; E: 8.0; F: -12.7; G: -1.6; H: -6.3; I: 0.8
13: CNC(=S)N/N=C(\C)c1ccc(C)c(C)c1
  A: 1.3; B: 1.0; C: 0.8; D: 5.1; E: 4.4; F: -9.7; G: -1.8; H: -8.6; I: 2.4
14: CC(NC(=O)CNC(=O)C1O[C@@H]2OC(C)(C)O[C@@H]2[C@H]2OC(C)(C)O[C@@H]12)C(=O)O (stereo not given in full)
  A: 0.0; B: -11.4; C: 2.7; D: -0.6; E: 0.7; F: -17.6; G: -0.3; H: 11.8; I: 0.2
15: NC(=S)N/N=C/c1ccccc1[N+](=O)[O-]
  A: 17.9; B: 4.1; C: 0.1; D: 1.1; E: 2.4; F: -20.6; G: 14.6; H: -1.1; I: -0.3

The last 4 entries of the section before lead into the next.
Keys – A = Runt-CBFb FRET; B = Hck-Nef inh; C = PERK inhibitor; D = L929 necroptosis; E = PGE2 EP2 inh; F = EP2 mod; G = Runt-SMMHC FRET; H = RBBP9 inhibitor; I = TNF necrop inh
12: NNC(=O)c1ccc(N2CCCCCC2)c([N+](=O)[O-])c1
  A: -2.6; B: 18.4; C: -0.2; D: 3.9; E: 8.0; F: -12.7; G: -1.6; H: -6.3; I: 0.8
13: CNC(=S)N/N=C(\C)c1ccc(C)c(C)c1
  A: 1.3; B: 1.0; C: 0.8; D: 5.1; E: 4.4; F: -9.7; G: -1.8; H: -8.6; I: 2.4
14: CC(NC(=O)CNC(=O)C1O[C@@H]2OC(C)(C)O[C@@H]2[C@H]2OC(C)(C)O[C@@H]12)C(=O)O (stereo not given in full)
  A: 0.0; B: -11.4; C: 2.7; D: -0.6; E: 0.7; F: -17.6; G: -0.3; H: 11.8; I: 0.2
15: NC(=S)N/N=C/c1ccccc1[N+](=O)[O-]
  A: 17.9; B: 4.1; C: 0.1; D: 1.1; E: 2.4; F: -20.6; G: 14.6; H: -1.1; I: -0.3
16: C=CCn1c(CCc2ccc(OC(C)C)cc2)n[nH]c1=S
  A: nt; B: 25.5; C: 0.0; D: 7.1; E: 14.3; F: 21.0; G: nt; H: -3.5; I: 0.9
17: N#Cc1ccccc1OCCOCCNC1CCCC1
  A: -0.2; B: 1.7; C: 0.0; D: -0.7; E: 1.4; F: 2.0; G: 2.7; H: -7.1; I: 1.1
18: Nc1ccccc1-c1nnc(-c2ccc(-c3ccccc3)cc2)o1
  A: 2.8; B: 0.5; C: -0.2; D: -0.4; E: nt; F: 25.3; G: 4.3; H: -8.0; I: -1.2
19: O=C(c1c[nH]c(C(=O)N2CCN(Cc3ccccc3)CC2)c1)C1CCCCC1
  A: -5.7; B: 25.0; C: -0.2; D: 28.2; E: 3.9; F: 5.1; G: 3.7; H: -7.9; I: 1.3
20: C=C(C)CSc1nnc([C@@H]2CCCN2)o1
  A: 0.2; B: 31.4; C: 0.8; D: 0.4; E: 3.6; F: -13.5; G: 2.6; H: -2.9; I: 3.3
21: CCn1c(=N)n(CC(O)c2ccccc2)c2ccccc21 (stereo not given)
  A: -0.6; B: 1.3; C: -0.3; D: -0.2; E: 22.0; F: -15.2; G: -4.5; H: 2.1; I: 0.6
22: O=C(NCCc1c[nH]c2ccccc12)/C(=C\c1cccnc1)NC(=O)c1cccs1
  A: 0.3; B: 3.4; C: 1.8; D: 0.0; E: 3.4; F: 8.2; G: 0.7; H: -0.6; I: 0.0
23: NS(=O)(=O)c1cccc(NC(=O)CSc2nn(-c3ccccc3)c(=S)s2)c1
  A: -1.6; B: 6.5; C: 0.7; D: 0.3; E: 2.5; F: -22.8; G: 0.9; H: -13.3; I: 0.9
24: COc1ccc(CNc2nc(SCc3cc(=O)n4cc(Cl)ccc4n3)nc3ccccc23)cc1
  A: -0.5; B: 0.8; C: 0.2; D: 0.1; E: 8.1; F: 24.1; G: -2.3; H: -3.6; I: 0.8
25: O=C(CNC(=O)c1ccccc1)N/N=C/c1ccc([N+](=O)[O-])o1
  A: 29.6; B: 1.1; C: 1.3; D: 3.7; E: 10.4; F: 17.1; G: 32.4; H: -4.4; I: -3.8
26: CCCCn1c(SCC2CCCO2)nc2cc(S(N)(=O)=O)ccc21 (stereo not given)
  A: 1.3; B: 5.7; C: 0.4; D: 0.5; E: 12.2; F: 15.2; G: -0.4; H: 0.3; I: 0.3

Part of the list above, limited to PERK inhibitor.
| no. | SMILES | PERK inhibitor |
| --- | --- | --- |
| 11 | C=CCN1CC(C(=O)N2CCC(Cc3ccc(Cl)cc3)(C(=O)OCC)CC2)CC1=O (stereo not given) | -1.3 |
| 2 | CC(=O)NCCCNS(=O)(=O)c1ccc(C)cc1 | 1.5 |
| 18 | Nc1ccccc1-c1nnc(-c2ccc(-c3ccccc3)cc2)o1 | -0.2 |

Only part of the results is shown; the hit share may differ from the screen's.
